GALK inhibitor: qHTS Assay for Inhibitors of Human Galactokinase (GALK) | Potency, µM (top dose mostly 57.5 µM), for inactives: at the top dose activity change, negative = inhibition, hits mostly inhibitors | Purified GALK, Kinase-Glo residual ATP luminescence | P51570 | 270,000 compounds, 0.007% hits; further: potency means the concentration at half of the fitted maximal effect
Target sequence (P51570 whole entry, looked up): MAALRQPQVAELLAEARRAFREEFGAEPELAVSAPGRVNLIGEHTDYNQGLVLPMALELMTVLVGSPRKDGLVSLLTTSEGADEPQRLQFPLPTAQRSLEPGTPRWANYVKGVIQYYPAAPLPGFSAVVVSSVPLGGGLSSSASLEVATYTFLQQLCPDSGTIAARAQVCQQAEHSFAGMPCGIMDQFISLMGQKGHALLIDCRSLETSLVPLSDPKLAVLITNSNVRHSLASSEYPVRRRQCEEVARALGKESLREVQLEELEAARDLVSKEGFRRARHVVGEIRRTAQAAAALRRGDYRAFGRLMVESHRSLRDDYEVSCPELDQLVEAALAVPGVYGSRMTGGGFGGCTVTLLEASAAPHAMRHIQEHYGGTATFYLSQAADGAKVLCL
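Compounds were pin-transferred into ATP buffer (35 uM final), then GALK plus galactose (5 nM, 100 uM final) was added. After 1 h at room temperature, Kinase-Glo Plus was added and luminescence read after 10 min.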
Chronic BCR inh: qHTS Assay to Find Inhibitors of Chronic Active B-Cell Receptor Signaling. ABC-DLBCL IkBa-CBG/CBR reporter, luminescence ratio, 4 h. Potency, µM (doses to about 46.1 µM), without a hit: at the top dose ratio change, negative = lower green/red ratio, most hits filed as inhibitors. 340,000 compounds, 0.05% hits. AID 493014, 2011; active means well fitted inhibition curve with a large enough effect in the signal ratio, with a control signal flat, not every such curve was filed as active; inconclusive means small, poorly fitted or top-dose-only effect, or effect the other way, or a change in a side signal; the % refers to the signal ratio;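 further: potency means the concentration at half of the fitted maximal effect; plate controls were basal doxycycline-induced cells for no effect and cells given 10 µM MG132 for full effect; MG132 reads +100%, hits lower the ratio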
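Concentration-response series (up to 46 uM) were applied to TMD8 dual-reporter cells for 4 h at 37C with doxycycline. Green/red ratio, after filter-overlap correction, defined %Activity; red signal alone was normalised to basal cells and zero luminescence.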
KCNH2 WT inh: qHTS for Inhibitors of KCHN2 3.1: Wildtype qHTS; U2OS, BacMam KCNH2, thallium flux FluxOr; stronger effect = lower value; 340,000 compounds, 0.37% hits; activity change, % at 1.84 µM; AID 720551, 2013; Voltage-gated inwardly rectifying potassium channel KCNH2 (Homo sapiens), Q12809;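 active means maximum activity change below -70%; inconclusive means maximum activity change between -70% and -50%; inactive means maximum activity change above -50%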
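U2OS cells transduced with wild-type KCNH2 virus are loaded with FluxOr dye for 45 min, and thallium flux is measured in kinetic reads before and after stimulation buffer. Rate constants are normalized to DMSO controls.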
Eya2 phos inh: qHTS Assay for Inhibitors of the Phosphatase Activity of Eya2. recombinant Eya2, OMFP fluorescence dephosphorylation (OMFP is methylfluorescein phosphate). AID 488837, 2010. Protein phosphatase EYA2 (Homo sapiens), O00167. 330,000 compounds, 0.006% hits. Potency, µM (series often up to 76.9 µM), inactives show at the highest dose activity, negative = inhibition, most hits filed as inhibitors; further: potency means the concentration at half of the fitted maximal effect
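Eya2 (0.2 uM) preincubated 10 min at ambient with compound, then OMFP substrate added at 50 uM; 10 min reaction in 50 mM HEPES pH 7.5, 50 mM NaCl, 5 uM MgCl2, 0.05% BSA, 1 mM DTT. Fluorescence read at Ex 485/Em 525 nm.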
FBPA coupling cs: qHTS Assay for Inhibitors of Fructose-1,6-bisphosphate Aldolase from Giardia Lamblia: Coupling assay counterscreen. 290,000 compounds, 0.67% hits. activity change, negative = inhibition, % at 58.2 µM, hits read low. AID 2472, 2010. coupling enzyme system counterscreen, AmpLite Red fluorescence; in the data active means activity change below about -30%
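Counterscreen of the coupled detection system alone, without aldolase: glyceraldehyde-3-phosphate coupling enzymes plus AmpLite Red readout. Compounds at 57.5 uM final, 10 min RT preincubation, 20 min RT reaction, fluorescence 525/598 nm.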
B2AR arrestin: qHTS assay of beta-arrestin-biased ligands of beta2-adrenergic receptor; AID 492947, 2010; Potency, µM (top dose mostly 46.1 µM), inactives show top-dose activation, most hits filed as activators; beta-arrestin recruitment to beta2AR, cell-based reporter; Beta-2 adrenergic receptor (Homo sapiens), P07550; 330,000 compounds, 0.02% hits;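 further: potency means the concentration at half of the fitted maximal effect; 0% = DMSO controls and full agonism = EC100 isoproterenol or metaproterenol; nearly all actives have a fitted effect of over 65% in size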
KCNH2 3.1 block: qHTS for Inhibitors of KCHN2 3.1: Mutant qHTS | Potassium voltage-gated channel subfamily H member 2, brain isoform KCNH2 3.1 (human) | U2OS KCNH2 3.1, thallium flux FluxOr; stronger effect = lower value | activity change, % (tested at about 1.8 µM) | 340,000 compounds, 0.95% hits | AID 720553, 2013;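 active means maximum activity change below -70%; inconclusive means maximum activity change from -70% to -50%; inactive means maximum activity change above -50%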;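 further: thallium influx rate constant from kinetic fluorescence after stimulation buffer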
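Thallium flux read-out: FluxOr dye with Red40 quencher in HBSS/HEPES, 45 min at RT. Rate constants from kinetic reads were normalized to positive and negative DMSO controls. Cells: U2OS virally expressing the 3.1 isoform.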
PKM2 activator: qHTS Assay for Activators of Human Muscle isoform 2 Pyruvate Kinase. AID 1631, 2009. 260,000 compounds, 0.34% hits. Pyruvate kinase PKM (Homo sapiens), P14618. purified PKM2, Kinase-Glo ATP luminescence, activation; response scale: 0% is enzyme alone, no compound. Potency, µM (top dose mostly 57.5 µM), for inactives: at the highest dose activation, usual class: activators; further: potency means the concentration at half of the fitted maximal effect; nearly all actives have a fitted effect of over 55% in size
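hPK-M2, >95% pure; 0.1 mM ADP / 0.5 mM PEP final; imidazole pH7.2 buffer w/ 7 mM MgCl2, 50 mM KCl; 1 h RT; Kinase-Glo lum. Intermediate enzyme activity for dual inhibitor/activator qHTS.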
USP2a block: qHTS Assay for Inhibitors of Ubiquitin-specific Protease USP2a Using CHOP2 as the Reporter; Ubiquitin carboxyl-terminal hydrolase 2 (Homo sapiens), O75604; USP2 core, Ub-CHOP2 coupled fluorogenic reporter, 485/531; Potency, µM (top dose mostly 38.3 µM), without a hit: top-dose activity change, negative = inhibition, usual class: inhibitors; 330,000 compounds, 0.01% hits; AID 463254, 2010;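 further: potency means the concentration at half of the fitted maximal effect; plate controls were DMSO wells for no effect and full inhibition by NEM control for full effect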
Target sequence (O75604 whole entry, looked up): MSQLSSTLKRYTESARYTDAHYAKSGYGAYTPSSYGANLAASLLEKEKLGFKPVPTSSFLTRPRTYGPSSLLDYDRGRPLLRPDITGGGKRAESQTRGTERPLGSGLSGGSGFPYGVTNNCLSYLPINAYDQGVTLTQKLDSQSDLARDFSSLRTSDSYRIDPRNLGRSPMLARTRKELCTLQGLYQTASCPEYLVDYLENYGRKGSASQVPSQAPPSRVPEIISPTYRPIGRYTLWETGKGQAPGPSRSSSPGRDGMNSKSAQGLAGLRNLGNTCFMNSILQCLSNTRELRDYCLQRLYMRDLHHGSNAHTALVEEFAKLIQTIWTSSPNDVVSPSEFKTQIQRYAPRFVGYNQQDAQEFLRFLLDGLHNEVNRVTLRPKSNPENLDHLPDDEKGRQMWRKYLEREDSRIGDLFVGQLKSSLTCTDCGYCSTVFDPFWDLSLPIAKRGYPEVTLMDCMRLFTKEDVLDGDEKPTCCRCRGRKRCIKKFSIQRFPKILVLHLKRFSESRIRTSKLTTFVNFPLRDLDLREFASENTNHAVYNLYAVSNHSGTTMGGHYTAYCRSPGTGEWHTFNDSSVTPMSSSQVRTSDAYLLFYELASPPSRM
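Cell-free coupled assay: 10nM USP2 core preincubated 30min RT with compound in Tris-HCl pH 8.0/CaCl2/CHAPS buffer, then 25nM Ub-CHOP2 and 25nM reporter substrate; fluorescence (Ex 485/Em 531) read after 60min RT, normalized to NEM inhibition, concentration-response curves fitted.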
uPA surface inh: qHTS for Inhibitors of Cell Surface uPA Generation; cell surface uPA generation assay, qHTS; AID 540303, 2011; 330,000 compounds, 0.31% hits; Potency, µM (titrated, usually from 38.3 µM), for inactives: at the top dose activity change, negative = inhibition, actives largely listed as inhibitors; active means well fitted inhibition curve with a large enough effect; inconclusive means small, poorly fitted or top-dose-only effect; inactive means no such curve, though single readings can be large or run the other way; tested in mouse RAW 264.7 cells; further: potency means the concentration at half of the fitted maximal effect; nearly all actives have a fitted effect of over 55% in size
Giardia kill: Small Molecules that selectively kill Giardia lamblia: qHTS. activity change, % at 7.66 µM, hits read low. AID 540267, 2011. Giardia lamblia trophozoite viability. 340,000 compounds, 0.15% hits; in the data active means activity change below about -80%; inconclusive means between about -30% and that limit;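 further: parasites exposed to compound for two days anaerobically before the ATP read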
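Luminescent ATP signal served as the viability read-out, measured 15-30 min after adding ATP detection reagent to trophozoites that had been incubated with compounds for 48 hrs at 37 deg C anaerobically at 100 cells/well.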
An asterisk follows results filed as active; ? = inconclusive; nt = not tested or not shown. Unless noted, the call rests on the fitted dose curve; in most records, active means well fitted curve in the direction sought with a large enough effect; inconclusive means small, poorly fitted or top-dose-only effect, or another doubt; inactive means no such curve, though single readings can be large; an effect the other way counts as inactive or inconclusive. Unless noted, on the % scale 0 is the no-effect control and ±100 the full control effect.

# | canonical_smiles | B2AR arrestin | KCNH2 WT inh | USP2a block | FBPA coupling cs | Giardia kill | Chronic BCR inh | Eya2 phos inh | GALK inhibitor | uPA surface inh | PKM2 activator | KCNH2 3.1 block
1 | c1ccc(Oc2cccc(CN3CCCCC3)c2)cc1 | -0.1% | 13.8 | -1.7% | 3.6 | 3.0 | -10.8% | 30.4% | 0.0% | -6.6% | -8.2% | -11.1
2 | COc1ccc(N2CC(C(=O)Nc3ccc4c(c3)OCCO4)CC2=O)cc1 (stereo not given) | 0.0% | 4.1 | -3.7% | 2.4 | 13.0 | -18.0% | -2.9% | 0.7% | 2.2% | nt | -12.1
3 | CCCN(CC(=O)Nc1ccccc1C)C(=O)C1CCCN(C(=O)c2ccc(Cl)cc2)C1 (stereo not given) | 0.1% | -14.0 | -2.7% | nt | 7.8 | -0.3% | 1.4% | nt | -4.0% | nt | -13.3
4 | CC(=O)N1N=C(c2ccccc2)CC1c1cccs1 (stereo not given) | -0.6% | 18.8 | 0.7% | 3.9 | -11.4 | 5.9% | ? | 0.8% | -1.9% | nt | -3.8
5 | Cc1cc(NC(=O)NC2CCCN2S(=O)(=O)c2ccc(Cl)cc2)no1 (stereo not given) | 0.0% | 8.5 | 3.5% | 0.1 | -10.1 | 3.2% | 15.0% | 8.7% | 2.6% | -3.2% | 5.0
6 | Cc1cc(/C=C2\SC(=S)NC2=O)cc(C)c1O | -0.4% | -1.9 | 4.6% | 5.9 | -9.4 | ? | ? | 0.2% | -18.7% | 5.6% | 1.3
7 | Cc1cc(C)c(NC(=O)CNC(=O)CNC(=O)C2CCCCC2)c(C)c1 | 0.0% | 1.7 | 0.0% | nt | -1.1 | -2.9% | -1.5% | nt | 8.6% | nt | 15.7
8 | CC(NC(=O)[C@H](NC(=O)[C@@H]1Cc2ccccc2CN1)c1ccccc1)c1ccccc1 (stereo not given in full) | -0.3% | 20.8 | -0.5% | 2.0 | -16.2 | ? | 12.4% | nt | 7.0% | -2.8% | 2.4
9 | C/C(=C\c1cccc(Cl)c1)C(=O)c1c(C)cc(C)[nH]c1=O | -0.7% | 30.0 | -0.1% | -1.0 | -25.1 | -4.7% | -4.1% | 7.5% | -29.1% | nt | -10.5
10 | O=C(NNC(=O)c1cc(Br)ccc1O)c1csc(N2CCOCC2)n1 | -0.2% | -1.1 | -5.4% | nt | 2.2 | ? | -5.4% | nt | 1.4% | nt | -12.2
11 | CCN(C(=O)CCCC(=O)N(CC)c1ccccc1)c1ccccc1 | -0.8% | -7.9 | 1.3% | -0.7 | 17.3 | 3.9% | -5.4% | nt | -6.1% | -0.7% | -4.4
12 | COc1ccccc1NC(=O)CN(c1ccccc1F)S(C)(=O)=O | -2.2% | -2.4 | -0.7% | -1.1 | 8.6 | ? | -18.7% | -1.4% | 0.1% | -0.4% | -18.4
13 | Cc1c(Cl)cccc1NC(=S)NCCc1ccccn1 | -0.7% | 8.3 | -2.5% | -9.8 | 1.7 | -6.9% | -12.8% | -0.9% | -0.3% | -3.2% | -8.5
14 | CC(C)CC(C(=O)NC1CCCC1)N(Cc1ccc2c(c1)OCO2)C(=O)c1snc(C(N)=O)c1N (stereo not given) | -0.1% | 3.3 | -3.3% | -3.4 | 5.0 | -2.0% | -18.0% | 1.1% | 0.5% | -2.3% | -10.8
15 | COc1ccccc1CC(=O)Nc1ccc2[nH]ncc2c1 | -0.4% | -3.6 | 2.3% | 3.2 | 0.7 | ? | 9.3% | 3.9% | 8.6% | -2.5% | 14.0
16 | O=C(O)CCC(=O)Nc1cc(C(F)(F)F)cc(C(F)(F)F)c1 | -0.5% | 2.9 | 1.9% | 1.3 | 4.7 | -26.2% | 2.7% | nt | 3.8% | 0.5% | -0.7
17 | COc1ccc(C(CNc2ccc(S(=O)(=O)N3CCN(C)CC3)cc2[N+](=O)[O-])N(C)C)cc1 (stereo not given) | -0.3% | 3.0 | 0.8% | nt | ? | -8.4% | -11.6% | nt | 2.6% | nt | 1.9
18 | c1ccc(Oc2cccc(OCCCn3cncn3)c2)cc1 | 0.1% | -1.0 | -0.3% | 1.1 | 10.6 | ? | -15.1% | 0.6% | 7.6% | -0.7% | 8.7
19 | COC(=O)Cn1c(=O)c2c(nc3n2CC(C)CN3c2ccc(C)c(C)c2)n(C)c1=O (stereo not given) | -0.2% | 4.0 | -4.5% | 4.3 | -12.7 | 1.8% | -2.4% | -0.6% | 4.8% | ? | -15.4
20 | COc1cc(-c2nc3c(c(C)nn3-c3ccccc3)c3cc(OC)c(OC)cc23)ccc1O | -0.3% | -8.5 | 2.8% | -15.7 | 22.1 | 16.1% | 13.6% | -1.4% | 0.3% | 8.6% | -8.3
21 | CCN(C(=O)COC(=O)/C=C/c1ccccc1)C1CCCCC1 | -0.4% | -25.0 | 10.1% | 3.8 | 2.1 | 0.4% | 4.2% | 1.9% | -2.1% | -0.7% | -20.1
22 | CCOC(=O)c1cnn(-c2ncnc3c2oc2ccccc23)c1N | -0.5% | -0.7 | 0.2% | -1.2 | 2.4 | 5.9% | 7.1% | -2.4% | -1.8% | -0.1% | 28.1
23 | O=C(O/N=C(/c1ccccc1)c1ccncc1)c1cccc(F)c1 | -0.8% | 9.6 | 1.6% | -1.7 | 6.2 | -11.1% | 4.0% | -4.0% | -0.5% | -11.0% | -20.5
24 | C=CCn1c(SCC(=O)Nc2ccc(O)cc2)nc2sc(CC)cc2c1=O | -0.7% | 5.7 | 6.2% | 6.4 | -8.6 | ? | -2.1% | 17.2% | -3.0% | 7.6% | -27.5
25 | COc1cc(C2C3=C(CC(C)(C)CC3=O)N(C)C3=C2C(=O)CC(C)(C)C3)cc(Br)c1O | -0.3% | 11.3 | 1.6% | -1.4 | 6.4 | ? | 9.8% | 5.4% | ? | 0.0% | 4.2

(next part)
# | canonical_smiles | B2AR arrestin | KCNH2 WT inh | USP2a block | FBPA coupling cs | Giardia kill | Chronic BCR inh | Eya2 phos inh | GALK inhibitor | uPA surface inh | PKM2 activator | KCNH2 3.1 block
26 | Cc1cccn2c(=O)c3cc(S(=O)(=O)c4ccccc4)c(=N)n(Cc4cccnc4)c3nc12 | 0.3% | 0.0 | 5.3% | 13.4 | 13.7 | -0.7% | 7.6% | 4.9% | -2.0% | nt | 6.0
27 | COc1cccc(NC(=O)c2ccc(NC(=O)C(C)C)cc2)c1 | -0.9% | -2.0 | 0.6% | -0.3 | -0.2 | ? | 9.3% | 1.7% | -1.9% | -13.7% | -11.1
28 | O=C(O)CCN1C(=O)/C(=C2\C(=O)N(Cc3ccccc3Cl)c3ccccc32)SC1=S | 0.3% | nt | 4.9% | 4.2 | nt | -1.4% | 19.2% | 3.1% | nt | nt | nt
29 | COc1ccc2ccccc2c1C(O)c1nccn1C (stereo not given) | 0.0% | -3.1 | 15.3% | -18.4 | -10.3 | -1.0% | 25.0% | -0.2% | nt | 0.5% | -6.5
30 | CCOC(=O)c1oc2ccccc2c1COC(=O)CNC(=O)c1ccccc1 | 0.2% | 3.5 | 1.9% | nt | -1.9 | -0.8% | -7.8% | 0.9% | -0.4% | -8.2% | -0.7
31 | CCOc1ccccc1C(=O)NCC(=O)OCC(=O)c1c(N)n(C)c(=O)n(C)c1=O | -0.3% | -9.8 | 1.3% | nt | -24.4 | 3.6% | 3.5% | nt | 12.8% | nt | 20.9
32 | CN(CC(=O)N1CCN(Cc2ccccc2)CC1)C(=O)Cc1cccc2ccccc12 | 0.2% | -0.3 | -1.2% | nt | 6.2 | -0.4% | 3.3% | nt | -2.4% | nt | 1.5
33 | O=C(O)c1ccc(S(=O)(=O)N(Cc2ccccc2)Cc2ccccc2)cc1 | 0.0% | 2.3 | -1.4% | 6.6 | -15.7 | 2.1% | 5.5% | -0.8% | -20.6% | nt | 7.2
34 | COc1ccc(NC(=O)C(C)SCc2ccccc2)cc1OC (stereo not given) | 0.0% | -8.9 | 1.3% | 1.5 | -15.5 | 4.6% | 0.0% | nt | -1.2% | 0.0% | 2.7
